Tat export inh = E. coli Tat transport inhibition | hit rate 0.036% among 340,000 | AID 488895 | E. coli MC4100 TorA-mCherry Tat export, fluorescence | inhibition, % at 10 µM;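 active = mean replicate inhibition at least 50% and at least half of replicates individually reaching 50%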;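 also: exported cargo escapes ClpAP degradation while cytoplasmic cargo is degraded and loses fluorescence; 0% = median of neutral control wells and 100% = median of NaSCN control wells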
dFosB act = activators of mouse delta FosB homodimer | P13346 | purified delta FosB, TAMRA-CDK5 oligo fluorescence polarization; percent of positive-control signal above neutral wells | activation, % at 25 µM | hit rate 0.99% among 340,000 | AID 493131;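 active = mean activation above about 17%, with every replicate also reaching it, limit read from the data, passing the limit was not always enough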;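 also: fluorescence polarization rise as delta FosB binds a TAMRA Cdk5 AP-1 oligo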
Target sequence (P13346 whole entry, looked up): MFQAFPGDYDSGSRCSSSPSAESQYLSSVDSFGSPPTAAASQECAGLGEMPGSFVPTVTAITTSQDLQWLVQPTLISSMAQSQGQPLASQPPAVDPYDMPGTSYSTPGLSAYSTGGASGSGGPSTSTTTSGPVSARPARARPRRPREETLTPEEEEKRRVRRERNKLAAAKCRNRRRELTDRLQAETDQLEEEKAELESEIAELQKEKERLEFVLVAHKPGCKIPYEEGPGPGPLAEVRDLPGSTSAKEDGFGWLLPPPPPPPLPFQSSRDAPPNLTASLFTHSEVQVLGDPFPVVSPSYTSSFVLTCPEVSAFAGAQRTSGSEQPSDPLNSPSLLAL
V-ATPase pHluor = alters yeast V-ATPase proton transport | S. cerevisiae, pHLuorin cytosolic pH fluorescence | hit rate 0.37% among 350,000 | response, % at 10 µM; in the data active = response mostly above about 7.3%, no sharp cut-off; inactive = mostly below about 5.4%; also: actives read high; inactives centre near 0; some compounds called inactive have numbers as strong as hits; reference of the scale not given here
Wnt bcat act = activators of Wnt/beta-catenin signaling; Wnt/beta-catenin reporter cell assay, activator, plate reader; activation, % at 9.35 µM; hit rate 1.2% among 300,000; in the data active = activation above about 30%, passing the limit was not always enough;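 also: 0% = neutral control wells and 100% = positive control wells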
cardiac RTF act = cardiac RTF calcium sensitization; hit rate 0.24% among 340,000; IANBD-labeled TnC RTF fluorescence at EC20 calcium; 0% EC20 calcium, 100% full calcium; activation, % at 7.2 µM;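 active = activation above the mean over all tested compounds plus 3 SD, cut at about 30% in these data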;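 also: rise in fluorescence read as greater calcium sensitivity of cardiac thin filaments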
Rtt109 Vps75 = inhibitors of Candida albicans Rtt109/Vps75 histone acetyltransferase | Q5AAJ8 | hit rate 0.16% among 330,000 | AID 540336 | purified Rtt109/Vps75, ThioGlo CoA-SH fluorescence, 4 h | inhibition, % at 34.9 µM;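 active = inhibition of at least 50% in every replicate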
CAL PDZ FP-1 = inhibitors of human CAL PDZ peptide binding. inhibition, % at 24.9 µM. AID 602252. hit rate 0.92% among 300,000. purified CAL PDZ, TMR-peptide fluorescence polarization, 1 h;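 active = mean inhibition of at least 30% with at least half of replicates also reaching 30%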;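 also: 0% = DMSO neutral control and 100% = excess unlabeled competitor peptide PRC23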
CDK5 p35 inh = inhibitors of human CDK5/p35 kinase; Q00535+Q15078; AID 488839; Recombinant CDK5/p35, ADP-Glo luminescence, 60 min; inhibition, % at 10 µM; hit rate 0.01% among 330,000;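 active = highest replicate inhibition of at least 50% and at least 75% of replicates reaching 50%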;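 also: plate controls were DMSO neutral control for no effect and GW8510 at 10 µM for full effect; many of its hits are not listed in these tables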
Target sequence (Q00535 whole entry, looked up): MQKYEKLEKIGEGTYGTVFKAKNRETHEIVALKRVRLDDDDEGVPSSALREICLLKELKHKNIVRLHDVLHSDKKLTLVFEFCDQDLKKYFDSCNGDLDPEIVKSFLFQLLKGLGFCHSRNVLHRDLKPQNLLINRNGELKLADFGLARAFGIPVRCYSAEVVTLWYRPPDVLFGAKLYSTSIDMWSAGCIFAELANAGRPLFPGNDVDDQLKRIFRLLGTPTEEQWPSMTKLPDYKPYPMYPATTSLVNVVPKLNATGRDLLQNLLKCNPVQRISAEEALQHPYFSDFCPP
Target sequence (Q15078 whole entry, looked up): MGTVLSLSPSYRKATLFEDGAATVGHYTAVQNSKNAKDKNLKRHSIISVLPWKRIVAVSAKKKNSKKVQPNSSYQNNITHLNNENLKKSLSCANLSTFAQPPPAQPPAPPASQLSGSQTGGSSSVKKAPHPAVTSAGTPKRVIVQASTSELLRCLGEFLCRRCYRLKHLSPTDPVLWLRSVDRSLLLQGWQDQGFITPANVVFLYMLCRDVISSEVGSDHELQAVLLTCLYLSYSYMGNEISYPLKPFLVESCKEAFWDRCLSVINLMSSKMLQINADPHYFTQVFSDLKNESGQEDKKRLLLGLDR
MITF act = MITF TRPM1 promoter activation in melanoma cells; SK-MEL-5 TRPM1-promoter luciferase, 24 h; % of positive control, neutral wells = 0; activation, % at 12.5 µM; hit rate 0.75% among 300,000;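 active = mean activation of at least 80% with every replicate also reaching 80%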;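 also: 0% = neutral control wells and 100% = parthenolide positive control wells; values of inactives mirror those of a sister screen read the other way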
CAL PDZ FP-2 = blocks peptide binding to human CAL PDZ domain. Q9HD26. purified CAL PDZ, TMR-peptide fluorescence polarization, 1 h. inhibition, % at 20 µM. hit rate 0.02% among 330,000. AID 504414;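 active = highest replicate inhibition of at least 40%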;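 also: plate controls were DMSO neutral control wells for no effect and unlabeled competitor peptide control wells for full effect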
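material = purified tagged CAL PDZ domain construct (CerCALP) | compound dosing = 20 µM, one dose | times = 1 h at RT | measured by = fluorescence polarization from S- and P-plane intensities, G-factor corrected | read-out = inhibition from polarization loss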
The depositor's hits bear a star; · = not tested or not shown.

SMILES | Tat export inh | dFosB act | V-ATPase pHluor | Wnt bcat act | cardiac RTF act | Rtt109 Vps75 | CAL PDZ FP-1 | CDK5 p35 inh | MITF act | CAL PDZ FP-2
Cc1ccc(N)cc1O | -1 | -3 | 4 | 5 | 3 | -23 | -4 | -0.8 | -1 | -1.6
CCOC(=O)N1CCC(NC(=O)C(CC(C)C)NC(=O)C2CCC(C)CC2)CC1 (stereo unspecified) | -1 | 0 | 1 | -2 | 0 | 5 | -1 | -2.1 | -9 | -1.2
Cc1ccc(C(c2nnnn2CS(=O)(=O)c2ccc(C)cc2)N2CCC(C)CC2)cc1 (stereo unspecified) | 3 | 4 | 1 | 17 | 3 | -3 | 1 | 0.5 | · | -2.6
C[N+](C)(C)C[C@H](O)CC(=O)[O-] | -3 | -7 | -2 | -3 | 10 | -36 | 8 | 0.5 | 5 | -2.2
O=c1c2ccccc2[nH]c(=S)n1CCN1CCCCC1 | 12 | 3 | -1 | 3 | 1 | -5 | -4 | -2.1 | 0 | 1.9
COc1cnc(SCc2ccc(Cl)cc2)nc1Cl | 1 | 0 | -1 | · | -1 | -4 | -1 | -0.8 | 10 | -0.8
Cc1ccccc1C(=O)NCc1nnc(SCC(=O)N2c3ccccc3Sc3ccccc32)n1C | 7 | -11 | 0 | · | -4 | 6 | 5 | -0.9 | -22 | -0.6
CC(/C=C/c1ccco1)=N/NC(=O)C1COc2ccccc2O1 (stereo unspecified) | 10 | -12 | 3 | 2 | 2 | 15 | -8 | 0.4 | 1 | -0.4
CCOC(=O)c1cc2cc3ccccc3cc2[nH]1 | -4 | -14 | 4 | 40* | 0 | -1 | 4 | 0.9 | · | 1.1
Nc1[nH]nc2nc3ccccc3cc12 | -12 | 1 | 6 | 1 | 0 | -12 | 47* | 0.7 | -14 | -0.3
O=S(=O)(c1ccc(SCCO)nc1)N1CCOCC1 | 0 | -12 | 2 | 1 | 2 | 12 | 2 | 0.0 | -2 | -1.3
Cc1ccccc1OC(C)C(=O)Nc1ccc2c(c1)OCO2 (stereo unspecified) | -5 | -4 | 0 | -2 | -3 | -1 | -1 | 0.3 | 14 | -2.3
CCCNC(=S)NNC(=O)c1cc(-c2cccnc2)nc2ccccc12 | -14 | -20 | 1 | -2 | 0 | 7 | -1 | 1.0 | 2 | 0.0
COc1cccc(/C=C/C(=O)Nc2ccc(C(=O)Nc3cccc(S(N)(=O)=O)c3)cc2)c1OC | -9 | -12 | 8 | -2 | -3 | -3 | -4 | -1.2 | · | -3.9
O=C(Cc1ccccc1)Nc1ccc(C(=O)NCC2COc3ccccc3O2)cc1 (stereo unspecified) | -10 | 7 | -3 | -5 | 5 | 2 | -3 | 0.3 | 13 | -0.9
Cc1cccc(-c2cccc(NC(=O)C3CCCN(Cc4cccnc4)C3)c2)c1 (stereo unspecified) | -11 | -6 | -7 | 1 | 1 | 7 | -5 | -0.3 | -6 | -1.0
Cc1n[nH]c(=O)c2c(NC(=O)COC(=O)c3ncc(Cl)c(Cl)c3Cl)oc(C)c12 | 5 | -1 | -5 | 2 | 11 | -7 | 0 | -2.8 | -5 | -1.1
O=C(O)COc1ccc(/C=N/NC(=O)/C(=C/C=C/c2ccccc2)NC(=O)c2ccccc2)cc1 | 2 | -1 | 1 | 3 | -10 | -1 | -9 | 1.6 | 0 | ·
FC(F)(F)c1nnc(N2CCN(c3ccc(Cl)cc3)CC2)s1 | -11 | -5 | -4 | 0 | 2 | -4 | -6 | 0.1 | 15 | -0.4
Cc1cccc(NC(=O)CSc2nnc(CNC(=O)c3ccco3)n2C)c1C | 7 | 1 | -2 | 1 | 5 | -2 | 0 | -0.6 | 4 | -1.8
Cc1cc(C)nc(NS(=O)(=O)c2ccc(NC(=O)c3cc(=O)c4ccccc4o3)cc2)n1 | -3 | 2 | -4 | -1 | 1 | 3 | -13 | · | 10 | -6.8
COc1ccc(-n2nnc3c(SCC(=O)OCc4ccccc4)ncnc32)cc1 | 2 | 2 | -11 | · | 1 | -2 | -2 | -0.8 | 3 | 0.1
CCOC(=O)c1c(C)n(C)c2ccc(OCC(O)CN3CCN(C)CC3)cc12 (stereo unspecified) | -6 | 3 | -2 | 0 | 6 | 9 | · | -0.3 | 9 | -0.6
CCN(c1ccc(C)c(C)c1)S(=O)(=O)c1c(C)[nH]c(=O)[nH]c1=O | 12 | 6 | -2 | · | 8 | 3 | -3 | -2.0 | -4 | -0.4
COc1ccc(S(=O)(=O)N2CCN(Cc3cc4c(cc3Br)OCCO4)CC2)cc1 | 8 | -8 | 2 | -2 | 0 | 1 | -4 | -0.8 | · | -0.2

The list goes on:
SMILES | Tat export inh | dFosB act | V-ATPase pHluor | Wnt bcat act | cardiac RTF act | Rtt109 Vps75 | CAL PDZ FP-1 | CDK5 p35 inh | MITF act | CAL PDZ FP-2
CCC(=O)Nc1ccc(C(=O)COC(=O)c2sc(C)nc2C)cc1 | 9 | -8 | 1 | 0 | 0 | 7 | -1 | -1.9 | 13 | -1.3
CCCCN(C(=O)C1=CC=CN2CCS(=O)(=O)N=C12)c1ccccc1 | 17 | 2 | -2 | 2 | -9 | 28 | 0 | 1.3 | -3 | -2.3
CN(C(=O)C(=O)c1cn(CC(=O)N2CCCC2)c2ccccc12)C1CCCCC1 | 1 | -4 | 2 | -2 | -2 | -21 | -3 | 1.4 | -5 | -1.5
CC(OC(=O)C(C)Oc1ccccc1)C(=O)Nc1ccc(S(=O)(=O)N2CCCCC2)cc1 (stereo unspecified) | -1 | -12 | -2 | -2 | 1 | 12 | -2 | 0.8 | 9 | 1.3
C=CCn1c(SCC(=O)NCCOC)nnc1-c1cc2c(s1)CCC(CC)C2 (stereo unspecified) | 16 | -1 | 1 | -3 | 1 | 1 | -2 | -1.6 | 2 | -0.8
CC(NS(=O)(=O)c1ccc(Br)cc1)C(=O)NCc1ccco1 (stereo unspecified) | 3 | -5 | -2 | -3 | 2 | 14 | · | 0.0 | -6 | 0.3
CCCC(=O)Nc1nc2ccc(C(=O)OCC)cc2s1 | 2 | -13 | -3 | 20 | -2 | 0 | -3 | 0.6 | 92* | 0.2
CC1Cc2ccccc2N1C(=O)Cn1nc(C(=O)O)c2ccccc2c1=O (stereo unspecified) | 4 | 0 | 1 | · | -3 | 1 | -1 | 1.7 | 0 | -2.3
CCOc1ccc2c(=O)c(-c3ccc4c(c3)OCCCO4)c(C)oc2c1 | 8 | 5 | 0 | · | -6 | 0 | 2 | -0.3 | -1 | -0.7
COc1ccc(-c2nn(-c3ccccc3)cc2/C=N/N2C(=O)CSC2=S)cc1 | 0 | -9 | 3 | · | 0 | -16 | -3 | 0.0 | -104 | ·
Cc1cccc(NC(=O)COC(=O)c2ccc(S(=O)(=O)N3CCCCCC3)cc2)c1 | -10 | -2 | -1 | -3 | -15 | -8 | -4 | -0.7 | -3 | -2.8
CC(=O)c1c(C(C)=O)c(C)n(-c2nc(-c3ccc(Br)cc3)c(C)s2)c1C | 9 | -1 | 3 | · | -6 | -7 | · | 2.5 | -4 | -0.5
COc1ccc([N+](=O)[O-])cc1NC(=O)COC(=O)/C=C/c1ccco1 | -4 | -5 | 9 | -4 | 2 | 6 | -1 | -1.2 | -8 | 0.5
c1ccc(C2CSc3ccccc3N2)cc1 (stereo unspecified) | -3 | -7 | -1 | 23 | -6 | 4 | -8 | 0.0 | 40 | 0.1
Cc1ccc(S(=O)(=O)N2[C@@H](c3ccc(Cl)cc3)C(C(=O)O)=C[C@H]2CC2CCCC2)cc1 | 6 | -4 | 1 | -2 | -3 | -5 | 4 | -1.5 | 5 | 1.2
CCC(C)[C@H](NC(=O)NCc1ccc(F)cc1)C(=O)O (stereo partly specified) | 4 | -5 | 12 | 0 | 2 | 2 | -5 | -5.4 | 1 | 0.6
C=CCn1c(CCc2ccccc2)nnc1SCC(=O)OC | 0 | -6 | -1 | -1 | -1 | 8 | · | 0.9 | -8 | 0.2
COc1ccc(-c2csc3ncnc(N4CCN(c5cccc(C)c5C)CC4)c23)cc1 | 7 | -4 | -2 | -2 | -2 | -4 | 10 | 0.1 | -9 | -1.4
COC(=O)c1cn(N(C)c2ncc(C(F)(F)F)cc2Cl)c(=O)c2ccccc12 | -3 | 1 | -3 | · | -6 | 9 | -6 | -0.6 | -2 | ·
CC12C=CC(=O)C=C1C(F)CC1C3CCC(O)(C(=O)CO)C3(C)CC(O)C12F (stereo unspecified) | 3 | -3 | 1 | -3 | -1 | 4 | 0 | 0.2 | 12 | -0.6
Cc1ccc2[nH]cc(C(=O)CN3CCN(c4ccccn4)CC3)c2c1 | 7 | -6 | -6 | -1 | -1 | 0 | -2 | 2.7 | -5 | -0.2
CN(NS(C)(=O)=O)c1ncc(C(F)(F)F)cc1Cl | -6 | -2 | 3 | 4 | -8 | · | 0 | -0.9 | -7 | -1.7
COc1cccc(N=Cc2c(O)c3ccccc3oc2=O)c1 | 2 | -18 | 1 | -1 | -4 | 3 | -6 | -0.3 | -8 | -0.7

An excerpt of these results, with values under each structure:
Values run as follows: Tat export inh, dFosB act, V-ATPase pHluor, Wnt bcat act, cardiac RTF act, Rtt109 Vps75, CAL PDZ FP-1, CDK5 p35 inh, MITF act, CAL PDZ FP-2
COc1ccc([N+](=O)[O-])cc1NC(=O)COC(=O)/C=C/c1ccco1
 : -4, -5, 9, -4, 2, 6, -1, -1.2, -8, 0.5
c1ccc(C2CSc3ccccc3N2)cc1 (stereo unspecified)
 : -3, -7, -1, 23, -6, 4, -8, 0.0, 40, 0.1
Cc1ccc(S(=O)(=O)N2[C@@H](c3ccc(Cl)cc3)C(C(=O)O)=C[C@H]2CC2CCCC2)cc1
 : 6, -4, 1, -2, -3, -5, 4, -1.5, 5, 1.2
CCC(C)[C@H](NC(=O)NCc1ccc(F)cc1)C(=O)O (stereo partly specified)
 : 4, -5, 12, 0, 2, 2, -5, -5.4, 1, 0.6
C=CCn1c(CCc2ccccc2)nnc1SCC(=O)OC
 : 0, -6, -1, -1, -1, 8, ·, 0.9, -8, 0.2
COc1ccc(-c2csc3ncnc(N4CCN(c5cccc(C)c5C)CC4)c23)cc1
 : 7, -4, -2, -2, -2, -4, 10, 0.1, -9, -1.4

High-throughput results deposited in PubChem BioAssay by several laboratories.
